# Source: PubChem (several laboratories)
# rCAG binder – r(CAG) repeat RNA binding; TO-PRO-1 dye displacement fluorescence; inhibition, % at 3 µM; 370,000 tested, 1.3% active;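 active = inhibition above the plate cutoff, the mean of all test compounds on that plate plus 3 SD, cut at about 35% in these data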;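 also: 0% = DMSO alone and 100% = 100 µM mitoxantrone as full dye displacement; higher means more dye released from RNA so lower well fluorescence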
# Rev-erbA mod – modulates human Rev-erb alpha binding to DNA; P20393; Rev-erbα–FITC-DNA binding, fluorescence polarization, 90 min; activity, % at 10 µM; 370,000 tested, 0.79% active;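 active = activity above about 14%, limit read from the data; passing the limit was not always enough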;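 also: 0% = DMSO wells with 35 nM protein and 100% = DMSO wells with 750 nM protein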
# Target sequence (P20393 whole entry, looked up): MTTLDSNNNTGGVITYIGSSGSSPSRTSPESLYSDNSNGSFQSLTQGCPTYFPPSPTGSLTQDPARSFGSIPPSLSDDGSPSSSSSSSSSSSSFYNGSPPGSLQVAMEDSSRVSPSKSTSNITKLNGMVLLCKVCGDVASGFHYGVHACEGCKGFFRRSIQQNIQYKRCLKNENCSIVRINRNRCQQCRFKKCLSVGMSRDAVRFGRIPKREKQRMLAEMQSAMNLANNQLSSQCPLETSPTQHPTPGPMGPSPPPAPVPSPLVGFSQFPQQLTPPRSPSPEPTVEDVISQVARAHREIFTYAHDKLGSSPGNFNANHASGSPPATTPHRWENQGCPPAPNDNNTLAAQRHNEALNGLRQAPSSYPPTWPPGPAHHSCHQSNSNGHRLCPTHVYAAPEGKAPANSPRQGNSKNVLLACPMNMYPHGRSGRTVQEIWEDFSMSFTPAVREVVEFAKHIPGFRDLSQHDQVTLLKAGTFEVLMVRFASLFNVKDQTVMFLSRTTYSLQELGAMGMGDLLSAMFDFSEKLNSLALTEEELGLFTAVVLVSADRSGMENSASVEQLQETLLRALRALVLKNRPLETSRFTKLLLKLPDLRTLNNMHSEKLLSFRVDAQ
# ABHD4 inh – inhibitors of mouse ABHD4 | Q8VD66 | purified mABHD4, FP-Rh probe fluorescence polarization | inhibition, % at 8.92 µM | 370,000 tested, 0.54% active | AID 720543;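 active = inhibition exceeding the mean over every tested compound plus 3 SD, cut at about 30% in these data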;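 also: 0% = plate median of compound wells and 100% = S159A mutant with DMSO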
# Target sequence (Q8VD66 whole entry, looked up): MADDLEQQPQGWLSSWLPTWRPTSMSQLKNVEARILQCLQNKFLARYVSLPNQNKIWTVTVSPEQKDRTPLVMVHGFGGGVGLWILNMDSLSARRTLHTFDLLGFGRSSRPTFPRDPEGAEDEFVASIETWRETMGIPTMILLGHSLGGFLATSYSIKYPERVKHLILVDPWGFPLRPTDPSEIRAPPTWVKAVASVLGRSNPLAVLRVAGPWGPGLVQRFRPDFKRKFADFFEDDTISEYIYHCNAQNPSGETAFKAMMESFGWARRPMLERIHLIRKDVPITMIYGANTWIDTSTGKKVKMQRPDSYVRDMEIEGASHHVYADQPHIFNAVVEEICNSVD
#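 Doses – 8.92 µM, single dose · Material – wild-type mouse ABHD4 protein · Replication – single well per compound (singlicate) · Measure – percent inhibition of probe binding, normalized to plate controls · Schedule – 45 min compound pre-incubation plus 60 min probe step, 25 °C · Detection – fluorescence polarization with parallel and perpendicular emission, 525/598 nm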
# LEDGF integ inh – blocks HIV-1 LEDGF/p75-dependent DNA integration | AID 743269 | TR-FRET IN-LEDGF/p75 DNA integration, Eu/Cy5 | 370,000 tested, 0.64% active | inhibition, % at 3.7 µM;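 active = inhibition above the screen-wide mean plus 3 SD, cut at about 13% in these data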;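 also: signal is the Cy5 over europium emission ratio at 671 and 618 nm; 0% = plate median of compound wells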
# HTRA1 inhibitor – HTRA1 (human) protease inhibition; Q92743; recombinant HTRA1, FP-rhodamine activity-based probe, fluorescence polarization; inhibition, % at 5.96 µM; 340,000 tested, 0.5% active; AID 504803; in the data active = inhibition above about 36%;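 also: 0% = enzyme with DMSO and 100% = wells lacking enzyme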
# PRMT1 inh – PRMT1 (human) inhibition, primary screen. Q99873. recombinant PRMT1, activity-based probe fluorescence polarization. inhibition, % at 2.79 µM. 370,000 tested, 1.3% active;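 active = inhibition above about 21% made by adding two undisclosed values, limit read from the data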
# TDP2 inh – blocks human TDP2 phosphodiesterase activity; O95551; recombinant TDP2, T5PNP hydrolysis, p-nitrophenol absorbance 415 nm; inhibition, % at 12.8 µM; 370,000 tested, 0.34% active; AID 720702;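 active = inhibition above the mean of all tested compounds plus 3 SD, set per campaign, cut at about 25% in these data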;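 also: 0% = DMSO with enzyme and 100% = buffer with substrate but no TDP2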
#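 Material: recombinant human TDP2; quantity: TDP2 enzyme at 120 nM final; medium: Tris-HCl pH 7.5 with MgCl2; compound: single concentration, 12.8 µM nominal, with 1% DMSO; incubation: 2 h enzyme incubation at 37 °C; signal: epi absorbance; measure: percent inhibition; benchmarks: high control without enzyme, low control DMSO plus TDP2; repeats: singlicate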
# SIAE primary – blocks human sialic acid acetylesterase; Q9HAT2; SIAE FP-Rh probe binding, fluorescence polarization; 370,000 tested, 0.69% active; inhibition, % at 9.66 µM;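 active = inhibition above a cutoff: mean of compounds within the control limits plus 3 SD of those, cut at about 17% in these data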;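 also: 0% = plate median of compound wells and 100% = probe without SIAE protein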
# TCR-CD3 inh – inhibitors of human TCR-CD3 interaction | inhibition, % at 9.4 µM | TAMRA-labeled TCR probe fluorescence, biochemical | 360,000 tested, 0.37% active | AID 651800; in the data active = inhibition above about 19%;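 also: recombinant mutant TCR 2C K166C tagged with TAMRA read by polarization; 0% = receptor in buffer alone and 100% = receptor with positive control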
# PG9 Ab binder – small molecules binding HIV-1 gp120 antibody PG9; TR-FRET gp120-PG9 antibody binding; AID 624416; inhibition, % at 6.7 µM; 360,000 tested, 0.43% active; in the data active = inhibition above about 8.5%
# * = called active by the depositor; nt = not tested or not shown.
SMILES,rCAG binder,Rev-erbA mod,ABHD4 inh,LEDGF integ inh,HTRA1 inhibitor,PRMT1 inh,TDP2 inh,SIAE primary,TCR-CD3 inh,PG9 Ab binder
O=C(CN1CCN(C(=O)c2cccc(S(=O)(=O)N3CCCC3)c2)CC1)Nc1ccccc1Cl,1,-2,3,-6,-5,1,0,0,-8,0.2
C#CCCOC(=O)N1C2=NC(C(=O)OC)=C(C(=O)OC)[C@@H]3N(C)c4ccc(OC)cc4[C@]23C[C@H]1C(=O)OC,2,-6,-7,1,-1,1,-17,4,-6,-0.5
O=C(Nc1cc(=O)[nH]c2nc(-c3ccccc3)nn12)c1ccc(Cl)cc1,2,5,-5,2,nt,-1,-11,-2,7,0.1
CC(Sc1nnc(C(C)N(C)C)n1-c1ccc(Cl)cc1)C(=O)Nc1ccc2c(c1)OCO2 (stereo not given),0,2,-1,0,2,-2,-7,12,4,-2.0
COc1cccc(Nc2nc3ccccc3c(=O)[nH]2)c1,30,-2,2,1,-8,5,-1,-6,-9,-2.0
CCCOc1ccccc1NC(=O)c1c(-c2ccccc2)noc1C,0,-3,-7,2,-26,-5,4,3,2,-0.7
CCOc1c2ccc(C(=O)NCc3ccc(OC(F)(F)F)cc3)cc2nn1CC,-6,2,7,0,-3,0,5,6,1,-2.5
O=C(NCc1ccccc1Cl)c1nnc(CS(=O)(=O)c2ccccc2)o1,8,-4,-20,7,-3,-5,-22,-11,9,0.5
CCn1c(SCC(C)=O)nc2sc3c(c2c1=O)CCCC3,4,-1,-10,4,nt,-4,-8,0,nt,nt
Cc1cn([C@H]2C[C@H](O)[C@@H](CNCc3ccc(C#CCCO)cc3)O2)c(=O)[nH]c1=O,1,-6,-2,1,-5,-1,11,-5,3,-1.0
O=C(NC(=S)Nc1cccc(S(=O)(=O)NC2=NCCC2)c1)c1cc(-c2ccco2)nc2ccccc12,8,-4,8,8,4,32*,-2,0,17,-0.4
O=C(OC12CCCN(C1)/C(=C/c1ccccc1)C2)c1ccco1 (stereo not given),3,4,-1,1,nt,-4,-12,0,nt,nt
Cc1cccc(NC(=O)CNC(=O)COc2cccnc2[N+](=O)[O-])c1C,3,-7,3,2,3,0,-10,-7,-3,-1.7
Cc1cc(C(=O)CN2C(=O)NC(CC(C)C)C2=O)c(C)n1C1CC1 (stereo not given),1,13,0,4,4,-4,0,1,2,-1.3
COc1cc2c(cc1NCc1ccc3c(c1)OCO3)oc1ccccc12,4,0,6,-1,0,0,-7,5,2,-0.9
CN1CCN(S(=O)(=O)c2ccc3c(c2)NC(=O)CS3)CC1,0,-3,3,3,7,0,7,-2,-6,-1.4
N#Cc1c(NC(=O)C2CCCO2)sc2c1CCCCC2 (stereo not given),-3,1,-3,-1,-8,0,-19,-5,1,-2.7
COc1ccc(C(=O)NC(=S)Nc2ccc(S(=O)(=O)Nc3cc(OC)nc(OC)n3)cc2)cc1,58*,-5,-11,-3,-1,-7,-5,-6,-4,0.2
CC(=O)c1ccc(OCC(=O)N2CCCC(Nc3ccc(C)c(C)c3)C2)cc1 (stereo not given),-5,0,1,-1,-6,2,6,9,-2,-3.1
Cc1ccccc1C(=O)NC1CCN(CC(=O)NCc2ccc(F)cc2)CC1,-5,-4,1,1,3,-3,3,-5,5,2.0

# Part of the list above in another layout.
smiles	rCAG binder	Rev-erbA mod	ABHD4 inh	LEDGF integ inh	HTRA1 inhibitor	PRMT1 inh	TDP2 inh	SIAE primary	TCR-CD3 inh	PG9 Ab binder
N#Cc1c(NC(=O)C2CCCO2)sc2c1CCCCC2 (stereo not given)	-3	1	-3	-1	-8	0	-19	-5	1	-2.7
O=C(NC(=S)Nc1cccc(S(=O)(=O)NC2=NCCC2)c1)c1cc(-c2ccco2)nc2ccccc12	8	-4	8	8	4	32*	-2	0	17	-0.4
Cc1cn([C@H]2C[C@H](O)[C@@H](CNCc3ccc(C#CCCO)cc3)O2)c(=O)[nH]c1=O	1	-6	-2	1	-5	-1	11	-5	3	-1.0
O=C(NCc1ccccc1Cl)c1nnc(CS(=O)(=O)c2ccccc2)o1	8	-4	-20	7	-3	-5	-22	-11	9	0.5
Cc1cccc(NC(=O)CNC(=O)COc2cccnc2[N+](=O)[O-])c1C	3	-7	3	2	3	0	-10	-7	-3	-1.7
COc1cccc(Nc2nc3ccccc3c(=O)[nH]2)c1	30	-2	2	1	-8	5	-1	-6	-9	-2.0

# Continued:
SMILES,rCAG binder,Rev-erbA mod,ABHD4 inh,LEDGF integ inh,HTRA1 inhibitor,PRMT1 inh,TDP2 inh,SIAE primary,TCR-CD3 inh,PG9 Ab binder
O=C(O)c1cc(NS(=O)(=O)c2ccc(F)cc2)cc(NS(=O)(=O)c2ccc(F)cc2)c1,25,4,-22,0,-2,0,8,-20,1,-0.5
Cc1sc2ncnc(N3CCC(C(=O)Nc4ccccc4C(C)(C)C)CC3)c2c1C,1,3,-13,1,-2,4,-5,-2,-8,13*
CCOC(=O)[C@]12CCCC=C1N(Cc1cccc3ccccc13)C(=O)[C@H](CC(=O)NCC13CC4CC(CC(C4)C1)C3)C2,12,-4,1,3,nt,-2,3,-5,4,-0.8
CC1(C(=O)NS(=O)(=O)c2cccc(OC(F)F)c2)CCN1C(=O)C1CCCCC1 (stereo not given),5,9,0,-3,nt,2,2,-5,2,0.8
CCOc1ccc2nc(SCc3ccc(CC(=O)O)cc3)c(C#N)cc2c1,60*,3,13,3,-10,-2,3,8,8,-0.7
COc1ccc(-c2cc(C(=O)NCCCn3ccnc3)no2)cc1,-5,-4,-4,2,0,-2,10,1,-4,-1.1
COc1c(Cl)cc(Cl)cc1C(=O)Nc1ccc(CN2CCCCC2)cc1,-4,11,-1,6,-7,-4,4,2,4,0.6
Cc1c(C(=O)n2cnc3ccccc32)cccc1[N+](=O)[O-],0,2,-2,-5,-2,1,0,-2,-10,0.0
O=C1CN(C(=O)COC(=O)c2cc(S(=O)(=O)N3CCOCC3)ccc2Cl)c2ccccc2N1,-4,-11,-4,2,-4,-1,2,0,1,-0.8
CC(C)CC1C(=O)N(Cc2cn(CCC3OCCCO3)nn2)CCS(=O)(=O)N1Cc1ccc(-c2ccc(F)cc2)cc1 (stereo not given),5,0,-3,-1,-4,1,-1,3,3,0.9
Cc1cc2nc(SCCN3CCCC3)[nH]c2cc1C,2,1,-3,-4,-4,-1,-2,-3,-4,1.5
CC1CCCC(C)N1S(=O)(=O)c1ccc(NC(=O)CCn2cnc3ccccc3c2=O)cc1 (stereo not given),-1,1,-9,3,-2,1,-10,4,-2,-2.6
Cc1ccc(CCNC(=O)C2CCN(c3nn4c(=O)cc(C)nc4s3)CC2)cc1,7,7,3,2,6,-3,-3,1,1,0.1
N#Cc1ccc(C(=O)Nn2cnnc2)cc1,0,-1,-2,-4,7,4,-13,-8,2,-0.5
Nc1cc(Cl)c(N)cc1Cl,2,0,5,-5,13,-3,13,8,2,-3.6
Cc1cc(C(=O)Nn2cnnc2)cs1,1,-3,-7,0,-2,0,-1,12,-3,1.3
O=C(CSc1cccs1)Nc1ccc(Cl)cc1,-3,7,-3,2,1,-1,4,-3,2,1.1
CN(C(=O)NC(=O)C1=C(N2CCOCC2)/C(=C/c2ccccc2)CC1)S(C)(=O)=O,9,-2,0,0,5,5,-5,1,8,-1.3
c1ccc(-c2nn3c(C4CCCCC4)nnc3s2)nc1,-1,-6,-2,3,3,-1,-9,2,4,-0.8
COc1ccc(NS(=O)(=O)c2ccc(OC)c(NC(=O)CNC(=O)c3ccc(OC)cc3)c2)cc1,6,-1,-3,-2,-6,-3,-4,4,-6,-1.3

# PG9 Ab binder: what is marked active above
SMILES	Rev-erbA mod	LEDGF integ inh	HTRA1 inhibitor	PRMT1 inh	TDP2 inh	SIAE primary	TCR-CD3 inh	PG9 Ab binder
Cc1sc2ncnc(N3CCC(C(=O)Nc4ccccc4C(C)(C)C)CC3)c2c1C	3	1	-2	4	-5	-2	-8	13*

# Continued:
SMILES,rCAG binder,Rev-erbA mod,ABHD4 inh,LEDGF integ inh,HTRA1 inhibitor,PRMT1 inh,TDP2 inh,SIAE primary,TCR-CD3 inh,PG9 Ab binder
CCOC(=O)N1CCN(C(=O)COC(=O)CN(C)S(=O)(=O)c2ccc(NC(C)=O)cc2)CC1,-5,1,-3,3,1,1,5,6,10,-1.8
O=C(NCc1ccccc1Cl)C(=O)c1c[nH]c2ccccc12,-1,-3,-5,-1,-7,-3,3,6,9,-0.8
O=S(=O)(c1ccc2c(c1)CCC2)N1CCNCC1,-4,1,3,-2,-2,2,6,5,4,-0.9
O=C(c1nnsc1S(=O)c1ccc(Cl)cc1)N1CCOCC1 (stereo not given),-5,3,4,-4,2,54*,0,17,4,-3.5
COc1ccc2c(C=O)c[nH]c2c1,6,-1,1,1,4,-2,4,9,5,0.5
CC(OC(=O)c1ccco1)C(=O)Nc1ccc(Cl)cn1 (stereo not given),-2,-7,6,2,6,1,6,-2,-2,0.0
CN1CCSc2ccc(C(=O)NCc3ccccc3F)cc21,6,-5,-1,4,1,12,-12,5,-5,-0.1
O=C(NCCc1c[nH]c2ccccc12)c1ccc2nc[nH]c2c1,6,-3,10,0,-1,1,0,13,3,-2.3
COC(=O)c1ccc(Cn2cnc3cnccc32)cc1,-2,-4,5,-4,4,2,4,5,-8,-0.3
COc1ccc(S(=O)(=O)N(C)c2ccc(C(=O)NCC3CCCO3)cc2)cc1 (stereo not given),-5,2,2,-3,-2,-2,6,-2,-1,0.0
Cc1cccc(NC(=O)CSc2nnc(NC(=O)C3CC3)s2)c1C,-3,4,-1,0,0,3,5,-3,6,-0.8
COC(=O)C(O)(CC(=O)Nc1ccc(OC(F)(F)F)cc1)C(F)(F)F (stereo not given),-2,-1,2,4,4,1,-3,3,2,-1.6
CCC(=O)c1ccc(OCC(=O)Nc2ccccc2C(=O)NC2CC2)cc1,-2,22*,2,0,0,-1,-6,-2,-10,-1.6
Cc1nn(C)cc1/C=N\NC(=O)Cc1ccc([N+](=O)[O-])cc1,-1,5,-2,-1,4,-1,-17,-8,5,-1.3
C=CCn1c(SCC(=O)Nc2cc(C)on2)nnc1-c1ccncc1,1,-6,2,-2,-2,-1,-2,3,-5,2.2

# Ordered by value in TDP2 inh (low to high): some entries from above
Compound,Rev-erbA mod,LEDGF integ inh,HTRA1 inhibitor,PRMT1 inh,TDP2 inh,SIAE primary,TCR-CD3 inh,PG9 Ab binder
Cc1nn(C)cc1/C=N\NC(=O)Cc1ccc([N+](=O)[O-])cc1,5,-1,4,-1,-17,-8,5,-1.3
C=CCn1c(SCC(=O)Nc2cc(C)on2)nnc1-c1ccncc1,-6,-2,-2,-1,-2,3,-5,2.2
CC(OC(=O)c1ccco1)C(=O)Nc1ccc(Cl)cn1 (stereo not given),-7,2,6,1,6,-2,-2,0.0

# The list is partial, so the mix of outcomes need not match the whole.
